MEX-5 binding = C. elegans MEX-5 TCR-2 RNA binding activity; MEX-5/FITC-TCR2 RNA binding, fluorescence polarization; active compounds read low; activity score (negative = inhibition of binding), % at 10 µM; AID 1832; Q9XUB2; hit rate 0.38% among 300,000;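 active means inhibition past about -25% in most replicates, and total fluorescence under double the plate's negative control median, limit read from the data; inconclusive means replicates evenly split on the limit, or fluorescence at least double controls; inactive means too little inhibition in most replicates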;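 further: 0% = DMSO and -100% = 5 µM competing unlabeled TCR2 RNA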
AGP1 TOR yeast = alters AGP1-GFP fluorescence in TOR pathway yeast screen; GFP response vs DMSO, % at 10 µM; AID 2066; hit rate 0.02% among 320,000; S. cerevisiae AGP1-GFP multiplex flow cytometry, 3 h; GFP as percent of DMSO wells;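 active means GFP response relative to DMSO above a set limit, near screen average plus 3 SD, cut at about 150% in these data; inconclusive means fewer than 70 cells counted for the yeast strain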;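 further: median GFP channel fluorescence of the gated AGP1 strain per well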
BCLXL inh = Bcl-xL (human) inhibition. Q07817. inhibition, % at 10.9 µM. GST-Bcl-xL / FITC-Bim BH3 peptide fluorescence polarization. AID 2129. hit rate 0.7% among 320,000;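 active means inhibition above the mean of all tested compounds plus 3 SD, cutoff set per campaign, cut at about 30% in these data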;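 further: 0% = DMSO wells and 100% = unlabeled Bim-BH3 peptide competitor; inhibitors lower millipolarization by displacing the labeled peptide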
VLA-4 inh = inhibition in a human VLA-4 binding assay | AID 2557 | hit rate 0.2% among 330,000 | P13612 | inhibition, % (about 7 µM as worked out from the volumes in the protocol) | VLA-4 expressing cells, ligand binding flow cytometry; in the data active means inhibition above about 50%
Target sequence (P13612 whole entry, looked up): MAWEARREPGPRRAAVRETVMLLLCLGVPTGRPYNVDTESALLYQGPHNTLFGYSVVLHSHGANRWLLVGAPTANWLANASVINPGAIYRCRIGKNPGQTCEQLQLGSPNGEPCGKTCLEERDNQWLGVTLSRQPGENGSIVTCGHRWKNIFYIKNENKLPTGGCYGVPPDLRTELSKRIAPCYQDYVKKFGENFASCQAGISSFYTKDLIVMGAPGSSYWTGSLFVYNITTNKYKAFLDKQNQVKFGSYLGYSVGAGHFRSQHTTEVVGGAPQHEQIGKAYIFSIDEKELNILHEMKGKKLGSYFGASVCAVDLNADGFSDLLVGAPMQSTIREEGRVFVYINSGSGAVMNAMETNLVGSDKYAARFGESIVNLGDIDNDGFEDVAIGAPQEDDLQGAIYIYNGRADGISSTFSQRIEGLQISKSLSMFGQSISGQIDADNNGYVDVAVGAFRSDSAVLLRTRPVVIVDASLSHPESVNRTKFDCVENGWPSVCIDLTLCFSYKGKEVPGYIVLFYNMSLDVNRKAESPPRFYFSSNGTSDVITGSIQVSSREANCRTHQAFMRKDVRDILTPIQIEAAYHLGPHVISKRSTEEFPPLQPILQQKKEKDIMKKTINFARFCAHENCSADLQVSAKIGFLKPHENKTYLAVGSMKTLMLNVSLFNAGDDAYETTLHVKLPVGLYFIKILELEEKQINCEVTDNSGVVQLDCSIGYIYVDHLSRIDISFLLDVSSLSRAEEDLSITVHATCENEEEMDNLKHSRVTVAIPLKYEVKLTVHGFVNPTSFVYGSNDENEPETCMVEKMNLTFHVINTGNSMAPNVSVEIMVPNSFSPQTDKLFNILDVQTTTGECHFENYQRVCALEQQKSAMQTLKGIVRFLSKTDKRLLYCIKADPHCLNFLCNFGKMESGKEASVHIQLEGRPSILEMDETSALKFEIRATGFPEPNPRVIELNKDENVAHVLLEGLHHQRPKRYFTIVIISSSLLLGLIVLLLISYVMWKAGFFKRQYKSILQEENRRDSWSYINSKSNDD
CIT2 TOR yeast = alters CIT2-GFP fluorescence in TOR pathway yeast screen. S. cerevisiae CIT2-GFP strain, flow cytometry, 3 h; 100 means same as DMSO wells. GFP response vs DMSO, % at 10 µM. hit rate 0.065% among 320,000;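 active means GFP response relative to DMSO above a set limit, near the screen mean plus 3 SD, cut at about 150% in these data; inconclusive means Fewer than 70 cells measured for a yeast strain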;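 further: ratio of well median GFP fluorescence to mean of DMSO wells on the plate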
GLD-1 TGE inh = GLD-1-TGE RNA interaction inhibition (C. elegans); Q17339; purified GLD-1 + fluorescein TGE RNA, fluorescence polarization; inhibition, % at 5.96 µM; hit rate 0.44% among 320,000; AID 2280;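 active means percent inhibition above a per-plate cutoff, the plate mean of test compounds plus 3 SD, cut at about 30% in these data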;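 further: 0% = DMSO wells with GLD-1 and probe and 100% = wells lacking GLD-1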
Yeast superoxide = yeast age-related superoxide inhibition as caloric restriction mimetic; superoxide response (% of plate mean), % at 10 µM; hit rate 0.18% among 330,000; S. cerevisiae aged cells, superoxide DHE fluorescence; active compounds read low;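 active means superoxide response under a set limit, about three screen SD below normal, cut at about 65% in these data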;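 further: yeast aged for seven days with compound at 30 °C before DHE staining; 100% = average MFI of all compound-treated wells on the plate with controls excluded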
GRK2 aptamer HTS = inhibitors of human GRK2 displacing RNA aptamer. bead flow cytometry, FAM-aptamer displacement from GRK2. hit rate 0.59% among 330,000. inhibition of aptamer binding, % at 10 µM. P25098;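 active means inhibition of aptamer binding above 40%, roughly 3 SD of noise, on plates passing a quality check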;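 further: median bead fluorescence of bound FAM aptamer so fluorescent compounds give negative values; no value below 0 was filed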
MCL1-BIM inh = inhibitors of human MCL1 binding to BIM-BH3 peptide | hit rate 0.68% among 320,000 | GST-MCL1 / FITC-Bim-BH3 fluorescence polarization | inhibition, % at 10.9 µM | Q07820 | AID 2057;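 active means inhibition above the mean inhibition of all tested compounds plus 3 SD, set per campaign, cut at about 40% in these data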;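 further: 0% = DMSO wells and 100% = unlabeled Bim-BH3 peptide control; higher means more loss of mP so more displacement of Bim peptide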
* hit, by the source's call; i = inactive; ? = inconclusive; / = no result given; [ ] = remark or other dose.

Structure,MEX-5 binding,AGP1 TOR yeast,BCLXL inh,VLA-4 inh,CIT2 TOR yeast,GLD-1 TGE inh,Yeast superoxide,GRK2 aptamer HTS,MCL1-BIM inh
O=C(CNC(=O)N1CC(=O)Nc2ccccc21)NCc1ccc(Cl)cc1,1.3,99,6,3,92,3,92,0,3
CCN1CCC(C(N)=O)CC1,-0.3,109,2,15,104,8,98,0,1
COc1ccc(CCNC(=O)COC(=O)/C=C/c2ccc(OC)c(OC)c2)cc1,-0.4,102,-8,-2,108,0,92,0,-8
CCCC(=O)c1cc(F)c(N2CCOCC2)cc1C,-0.7,82,6,9,75,1,100,0,10
Cc1ccc(CNc2nc(N)c([N+](=O)[O-])c(Nc3ccc(F)cc3)n2)cc1,-0.3,102,5,3,111,1,108,1,4
Cc1cc(=O)n2nc(N3CCCC(C(=O)NCc4ccccc4)C3)sc2n1 (centres undefined),-0.4,106,4,-4,103,1,74,0,-1
COc1cc(OC)cc(-c2c(-c3cccs3)c3cc(-c4ccc(OC)c(OC)c4)ccc3n2C)c1,/,97,-9,26,96,-17,105,0,-11
Cc1ccc(N(CCC#N)C(=O)COC(=O)C2=COCCO2)cc1,1.7,97,1,8,87,4,94,1,-12
O=C(NCc1ccccc1Cl)C1CCC(=O)N(C2CC2)C1 (centres undefined),-2.5,101,1,4,100,7,103,0,3
C/C(=N\Nc1nccnc1Cl)c1ccc(Br)cc1,-2.1,102,/,4,104,/,107,1,/
CC(=O)Nc1ccc(C(=O)NNC(=O)CCc2ccccc2)cc1,0.6,25[may fluoresce violet],-1,1,?,6,96,0,-2
COc1ccc(S(=O)(=O)/N=C2\C=C(Nc3ccc(O)cc3)C(=O)c3ccccc32)cc1,2.1,101,4,8,107,4,121,1,1
CCOC(=O)Nc1sc2c(c1C#N)CCC(C)C2 (centres undefined),-0.7,97,8,11,93,-7,117,0,-2
CCOc1nc(S(=O)(=O)c2ccc(C)cc2)c(Cl)s1,-0.5,98,0,-7,108,4,108,0,3
[O-][n+]1onc2c1CCc1c-2nn(-c2ccccc2Cl)[n+]1[O-],-4.2,105,1,10,102,3,90,0,-9
CC(C)NS(=O)(=O)c1ccc(CCC(=O)N2CCCCC2)cc1,-0.8,101,6,0,93,3,98,0,5
CCOC(=O)c1cc2c(=O)n3ccccc3nc2n(C(C)C)c1=NC(=O)c1ccco1,-1.3,21[may fluoresce violet],9,5,?,4,97,1,5
CC1(C)CC(=O)C(C=NCCN2CCN(CC(=O)Nc3ccccc3)CC2)=C(O)C1,0.9,94,3,29,93,-1,92,4,12
COC(=O)c1c(NC(=O)C2(C)Cc3ccccc3C(=O)O2)sc2c1CCCC2 (centres undefined),1.7,96,5,-9,88,7,86,0,9
CC(=O)N1CCCc2cc(S(=O)(=O)NC(C(=O)NCc3ccc(C)cc3)C(C)C)ccc21 (centres undefined),1.1,95,3,7,96,6,104,0,3
O=C(NC1CC1)C1CC(=O)N(c2cccc(Cl)c2Cl)C1 (centres undefined),-2.5,98,1,7,95,-4,105,1,4
COc1cc(S(=O)(=O)NC2CCCCC2)ccc1Cl,1.2,108,8,-4,110,-7,94,3,4
CCc1nnc(NC(=O)c2cnccn2)s1,-2.0,103,-6,-13,108,1,113,2,-3
Fc1cccc(Cl)c1CNCc1cccnc1,0.6,97,6,11,102,2,98,1,4
O=C(Nc1ccc(Cl)cn1)c1ccc(Br)c(S(=O)(=O)N2CCCCC2)c1,0.1,107,1,-8,112,-8,97,2,3
COc1cc2c(C(=O)NCCCN3CC(C)CC(C)C3)cn(CC(C)C)c(=O)c2cc1OC (centres undefined),-1.0,98,-1,5,93,-3,103,0,3
CCN(CC)CCNC(=O)Cn1nc(-c2ccccc2)c2ccccc2c1=O,0.1,87,-5,0,84,-11,94,0,-7
O=C(O)c1cccc(Nc2nc(-c3ccccc3)nc3ccccc23)c1,1.0,102,15,3,98,1,108,1,9
CCn1c(C)nc2c(=O)oc3ccccc3c21,-0.6,106,1,6,/,-1,65*,0,11
CC(C)c1ccc(OCC(=O)N(Cc2ccccc2)c2ccccn2)cc1,-0.8,100,3,11,94,5,91,0,8

Structure,MEX-5 binding,AGP1 TOR yeast,BCLXL inh,VLA-4 inh,CIT2 TOR yeast,GLD-1 TGE inh,Yeast superoxide,GRK2 aptamer HTS,MCL1-BIM inh
Cc1noc(C)c1COc1cccc(C(=O)OCCOc2ccc(F)cc2)c1,0.0,99,0,16,105,-2,115,0,0
Cc1nc2c(C#N)c[nH]n2c(=O)c1CCO,-5.9,101,5,-2,105,0,100,0,-4
O=C(NNc1ccc([N+](=O)[O-])cc1)c1ccco1,-0.9,98,-25,8,107,3,91,1,-39
O=C(CNS(=O)(=O)c1ccc(F)cc1)Nc1ccc(C(F)(F)F)cc1,0.3,101,4,6,/,4,96,0,3
Cc1noc(NS(=O)(=O)c2ccc(NC(=O)C(F)(F)C(F)(F)C(F)(F)F)cc2)c1C,/,98,3,8,100,-3,115,0,3
COc1ccc(S(=O)(=O)Nc2cc3c4c(c2)CCC(=O)N4CCC3)cc1C,0.6,112,5,10,101,2,91,2,9
CCCCC(=O)N/N=C(/C)C1=C(C)C(C)(C)OC1=O,-1.5,105,0,11,99,0,98,0,-9
COc1ccccc1OCC(=O)N1CCCC(Nc2ccc(C)c(C)c2)C1 (centres undefined),1.5,100,9,0,97,2,95,5,6
COc1ccc(CCNS(=O)(=O)c2ccc3c(c2)NC(=O)CCS3)cc1OC,0.9,104,-1,0,110,-2,87,5,0
O=C(Nc1cccc2cccnc12)c1ccc(Br)o1,-1.9,99,-2,5,125,4,118,1,5
Cc1ccc(NC(=O)C2=CC=CN3CCS(=O)(=O)N=C23)cc1,/,110,-1,-1,98,4,105,37,2
CCc1c(C)nc2ncnn2c1N1CCCC(C(=O)Nc2cc(F)ccc2C)C1 (centres undefined),0.0,106,2,0,105,5,92,1,1
CC(=O)c1ccc(S(=O)(=O)N2CCN(C)CC2)cc1,2.6,102,4,1,102,3,88,0,2
CN(CC1CCN(CCc2cccc(C(F)(F)F)c2)CC1)C(=O)c1ccccc1,1.6,104,2,0,104,-5,97,0,-8
COc1c(O)cccc1[C@H](O)C1CCN(CCc2ccc(F)cc2)CC1,-39*,97,50*,2,103,66*,94,3,56*
CCOC(=O)N1CCN(C(=O)C2CCCN(S(=O)(=O)c3c(C)cc(C)cc3C)C2)CC1 (centres undefined),3.0,106,2,0,111,1,96,0,2
Cn1c(=O)c2c(ncn2CC(=O)OCC(=O)NC(c2ccccc2)c2ccccc2)n(C)c1=O,-1.7,94,3,-3,100,-7,81,0,-6
CC(=O)Nc1nc(CCC(C)C)cc2c1c(=O)oc1ccccc12,-1.5,95,1,3,93,-4,101,0,3
O=C(CC1C(=O)NCCN1Cc1ccccc1C(F)(F)F)NC1CCC1 (centres undefined),1.3,107,21,-10,108,8,100,2,21
CCN=c1sc(C(=O)Nc2ccccc2)c(C)n1CC,-0.3,101,3,-1,102,2,91,15,0
Cc1cccc(NC(=O)CCN2CCOCC2)c1,0.5,106,0,18,100,6,102,1,-3
CCN1C(=O)[C@H]2[C@@H](c3ccc(C)cc3)N3C(=O)N(c4cccc(Br)c4)C(=O)[C@@]3(CC(C)C)[C@H]2C1=O,1.1,85,-2,21,85,3,102,0,2
Clc1cccc(Cl)c1C[n+]1cccc2ccccc21,/,105,18,-11,105,-13,106,0,11
CCN1C=CC2=C(C#N)C(N)C(C#N)(C#N)C(c3ccccc3C(F)(F)F)C2C1 (centres undefined),-32*,99,106*,-1,100,76*,103,0,110*
CC1(C(=O)O)C=CC2(CCCCC2)N1C(=O)c1ccccc1 (centres undefined),-1.7,/,9,/,/,8,/,/,6
COc1cccc(-c2nnc(SCC(=O)N3CCOCC3)o2)c1,2.4,112,-6,-4,117,5,98,4,-12
COc1ccccc1CNS(=O)(=O)c1ccc2c(c1)N(C(C)=O)CC(C)S2 (centres undefined),-1.7,103,6,3,105,6,98,3,1
CCCOc1ccc(/C(O)=C2/C(=O)C(=O)N(CCCn3ccnc3)C2c2cccnc2)cc1 (centres undefined),0.0,101,-3,19,94,-9,102,0,-1
CC(C)C(=O)NC(=S)/C=C1/N(C)c2ccccc2C1(C)C,0.6,108,5,i,103,-10,102,4,0
COc1ccc(S(=O)(=O)Nc2c(C(=O)O)[nH]c3ccc(OC)cc23)c(OC)c1,-3.3,108,4,-4,101,3,83,0,0

Structure,MEX-5 binding,AGP1 TOR yeast,BCLXL inh,VLA-4 inh,CIT2 TOR yeast,GLD-1 TGE inh,Yeast superoxide,GRK2 aptamer HTS,MCL1-BIM inh
COc1ccc(N2CCN(c3ncnc4c3nnn4Cc3ccccc3Cl)CC2)cc1,-5.3,111,5,2,109,1,89,8,7
COc1ccc(S(=O)(=O)N2CCN(c3ccccc3OC)CC2)cc1C(=O)N1CCCCC1,0.8,102,10,6,102,-2,100,1,8
CC1CCN(CC(O)Cn2c3ccccc3c3ccccc32)CC1 (centres undefined),0.3,94,3,17,94,0,102,0,30
CN(N)C(=S)Nc1ccc(F)cc1,0.7,103,6,-4,98,-3,111,4,3
CCCCn1c(N)c(N(CCOC)C(=O)c2ccc(S(=O)(=O)N3CCC(C)CC3)cc2)c(=O)[nH]c1=O,-0.8,118,1,0,116,2,99,0,-8
Cc1nn(-c2ccc(N3CCOCC3)nn2)c(C)c1CCC(=O)NCc1ccccc1F,-2.0,96,5,12,97,0,95,0,2
C=CCNC(=O)C1CC(=O)N(c2ccc(OCC(=O)NCc3ccccc3)cc2)C1 (centres undefined),0.5,102,-3,9,101,0,96,2,-5
CCn1cc(C(=O)N[C@@H](C)C(=O)NCCCN2CCOCC2)c(=O)c2cc3c(cc21)OCO3,1.1,101,-5,18,100,-8,103,3,0
CCOC(=O)C1CCN(C(=O)Nc2cc(Cl)cc(Cl)c2)CC1,0.6,99,1,10,103,6,100,1,0
CC(=O)CC(c1ccccc1)S(=O)(=O)c1ccc([N+](=O)[O-])cc1 (centres undefined),-0.6,88,5,-2,93,-6,100,1,4
O=C(NC(=O)c1cnccc1C(F)(F)F)Nc1ccccc1,-3.4,104,2,6,96,2,111,/,5
Cc1cc(C)n(-c2ccc(Cl)c(C(=O)O)c2)n1,3.7,106,2,-3,99,2,89,0,4
O=C(Nc1ccc(O)cc1)/C(=C/c1ccco1)NC(=O)c1ccccc1,0.0,99,-1,2,100,-2,102,1,0
CCCCCCCOC(=O)c1nc(Cl)c(Cl)c(N)c1Cl,0.7,91,3,6,92,1,109,1,7
Cc1ccc(NC(=O)c2cc(N3C(=O)CCC3=O)ccc2N2CCCCC2)cc1,1.4,87,6,3,93,4,88,0,-3
COc1cc(Nc2cc(C)nc3ncnn23)cc(OC)c1,-0.3,100,7,7,103,5,78,0,-1
CCNC(=O)/C(C#N)=C/c1c(N2CCN(c3ccccc3)CC2)nc2ccccn2c1=O,0.1,93,/,12,89,/,90,1,/
